# Screens from PubChem BioAssay.
# Epigenetic derep = regulators of epigenetic silencing causing reporter derepression in mouse cells | murine LDR cells, GFP reporter derepression, 30 h | Potency, µM (titrated, usually from 53.9 µM), inactives show at the top dose GFP activation, most hits filed as activators | actives 0.2% (n = 280,000); note: potency is the fitted concentration of half-maximal effect; % of control where 0% means no effect; nearly all actives have a fitted effect of over 60% in size
#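 GFP-positive cell count by laser-scanning cytometry (objects 20–120 um) after 30 h, 37 C compound exposure of murine LDR cells; reporter is CMV-GFP integrated at a silenced locus, inducible by HDAC or DNMT inhibitors.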
# Luc counter = counter-screen: inhibitors of Kinase-Glo firefly luciferase; AID 1379; Potency, µM (titrated, usually from 38.3 µM), without a hit: top-dose activity change, negative = inhibition, usual class: inhibitors; actives 0.28% (n = 200,000); Q27757; Kinase-Glo luciferase, ATP luminescence, 8 min; note: potency is the fitted concentration of half-maximal effect; % is set by controls: 0 for no effect and ±100 for the full control effect; nearly all actives have a fitted effect of over 60% in size
#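 Luminescence was the read-out, taken after 8-minute incubation at ambient temperature. Luciferase turned over luciferin with 10 uM ATP in imidazole pH 7.2 buffer containing KCl, MgCl2, Tween 20 and BSA.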
# NPSR antagonist = neuropeptide S receptor (human) antagonism, cAMP | Q6W5P4 | CHO-NPSR cells, cAMP TR-FRET, antagonist mode | Potency, µM (titrated, usually from 38.3 µM), inactives show top-dose activity change, negative = inhibition, most hits filed as inhibitors | actives 1% (n = 220,000) | AID 1461; note: potency is the fitted concentration of half-maximal effect; % is set by controls: 0 for no effect and ±100 for the full control effect; nearly all actives have a fitted effect of over 50% in size; many of its hits are not listed in these tables
# GLA spleen mod = alpha-galactosidase A (human) modulation. P06280. human spleen homogenate, 4MU-alpha-Gal fluorescence, 40 min. Potency, µM (titrated, usually from 80 µM), inactives show top-dose activity change, negative = inhibition, most hits filed as inhibitors. actives 0.008% (n = 240,000). AID 2107;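 note: potency is the fitted concentration of half-maximal effect; 0% = enzyme with vehicle and -100% = no enzyme basal signal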
# Target sequence (P06280 32-429 limits assumed): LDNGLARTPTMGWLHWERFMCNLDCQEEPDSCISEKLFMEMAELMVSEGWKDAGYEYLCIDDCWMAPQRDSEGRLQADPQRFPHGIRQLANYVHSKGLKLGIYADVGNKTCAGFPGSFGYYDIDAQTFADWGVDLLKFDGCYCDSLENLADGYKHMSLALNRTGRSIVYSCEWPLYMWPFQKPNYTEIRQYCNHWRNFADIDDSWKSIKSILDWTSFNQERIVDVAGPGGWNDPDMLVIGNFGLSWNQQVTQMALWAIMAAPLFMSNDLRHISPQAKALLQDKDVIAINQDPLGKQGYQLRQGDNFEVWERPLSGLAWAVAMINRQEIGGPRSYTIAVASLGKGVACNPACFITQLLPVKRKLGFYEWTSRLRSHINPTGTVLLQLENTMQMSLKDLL
#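 Spleen homogenate 1 ug + cpd (titration) + 4-MU-alpha-D-galactopyranoside 1 mM; 37C 40 min; 50 mM citrate/phosphate pH 5.0, 0.01% Tween-20; stop pH 10; fluorescence 365/440; AC50 via Hill.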
# Lamin A splicing = modulators of lamin A splicing; HeLa LMNA splicing GFP/RFP minigene ratio, 48 h; Potency, µM (titrated, usually from 46.1 µM), inactives show at the top dose ratio change, negative = inhibition, hits mostly inhibitors; actives 0.01% (n = 200,000); AID 1487; active = well fitted inhibition curve with a large enough effect in the signal ratio, with a control signal flat, not every such curve was filed as active; inconclusive = small, poorly fitted or top-dose-only effect, or effect the other way, or a change in a side signal; the % refers to the signal ratio; note: potency is the fitted concentration of half-maximal effect; % is set by controls: 0 for no effect and ±100 for the full control effect
#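 S3 HeLa stable clones carrying a lamin A-EGFP splicing minigene plus DsRed2 were seeded at 600 cells/well in Opti-MEM with 2% FBS, pin-dosed and incubated 48 h at 37°C. Acumen cytometry (488 nm) gave the GFP/RFP total-intensity ratio.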
# IMPase Li cell = IMPase inhibition in cells with lithium potentiation. CHO-M1 cells, IP1 TR-FRET (IP-One), carbachol + lithium. Potency, µM (highest dose often 59.4 µM), without a hit: top-dose activity, negative = IMPase inhibition, most hits filed as inhibitors. actives 0.35% (n = 210,000). AID 1457;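 note: IP1 builds up when IMPase is blocked and the TR-FRET signal falls; potency is the fitted concentration of half-maximal effect; plate controls were basal vehicle for no effect and high inhibitor control for full effect; nearly all actives have a fitted effect of over 50% in size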
#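 CHO-M1, 2000 cells/well, 16–30 h culture; cpd + low Li+, 30 min 37C; lysis with d2-IP1/Eu-anti-IP1 Ab, 10 min RT; TR-FRET 665/620 ratio and 620 channel; AC50 via Hill.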
# CBFb-RUNX1 inh = blocks binding between human CBF-beta and RUNX1. Q01196+Q13951. 230,000 tested, under 10 active. AlphaScreen CBFb-His/RUNX1-biotin binding, biochemical. Potency, µM (series often up to 59.8 µM), for the others: top-dose activity, negative = inhibition, most hits filed as inhibitors; note: % of control where 0% means no effect
# Target sequence (Q01196 whole entry, looked up): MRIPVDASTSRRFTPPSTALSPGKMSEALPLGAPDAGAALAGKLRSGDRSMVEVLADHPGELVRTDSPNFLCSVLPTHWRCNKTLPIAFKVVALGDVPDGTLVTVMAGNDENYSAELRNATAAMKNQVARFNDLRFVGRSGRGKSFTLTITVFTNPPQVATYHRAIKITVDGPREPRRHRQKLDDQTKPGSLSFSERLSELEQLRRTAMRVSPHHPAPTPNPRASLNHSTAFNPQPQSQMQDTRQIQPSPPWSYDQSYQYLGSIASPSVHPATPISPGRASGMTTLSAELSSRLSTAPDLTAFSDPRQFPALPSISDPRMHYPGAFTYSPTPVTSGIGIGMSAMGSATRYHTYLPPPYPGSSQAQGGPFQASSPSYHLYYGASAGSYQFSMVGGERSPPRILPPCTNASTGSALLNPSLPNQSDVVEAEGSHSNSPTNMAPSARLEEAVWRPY
# Target sequence (Q13951 whole entry, looked up): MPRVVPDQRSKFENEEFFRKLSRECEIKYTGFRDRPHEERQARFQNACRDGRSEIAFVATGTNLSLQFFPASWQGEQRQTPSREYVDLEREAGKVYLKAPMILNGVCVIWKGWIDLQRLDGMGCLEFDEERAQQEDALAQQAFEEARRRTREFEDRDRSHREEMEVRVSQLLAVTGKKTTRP
#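 AlphaScreen binding: CBFb-His and RUNX1-biotin (30 nM each) preincubated 20 min, compound added for 15 min, then nickel and streptavidin beads for 90 min, all at room temperature. Disruption of the interaction by any mechanism counts as activity.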
# The depositor's hits bear a star; ? = inconclusive; . = not tested or not shown; [ ] = dose if it differs, or a comment. Unless noted, calls come from the whole dose curve; as a rule, active = well fitted curve in the direction sought with a large enough effect; inconclusive = small, poorly fitted or top-dose-only effect, or another doubt; inactive = no such curve, though single readings can be large; an effect the other way counts as inactive or inconclusive. An excerpt; rates above refer to the full screens.
nr	structure	Epigenetic derep	Luc counter	NPSR antagonist	GLA spleen mod	Lamin A splicing	IMPase Li cell	CBFb-RUNX1 inh
1	CCCCC[n+]1ccn(C2=C([O-])c3ccccc3C(=O)/C2=N\S(=O)(=O)c2ccccc2)c1	-1.1%	-6.7%	9.9%[46.1 µM]	5.2%	3.2%	13.5%[38.3 µM]	-2.7%
2	CC1C/C=C/C=C/C=C/C=C/C(O[C@@H]2O[C@H](C)[C@@H](O)[C@H](N)[C@@H]2O)CC2OC(O)(CC(O)CC3OC3/C=C/C(=O)O1)CC(O)C2C(=O)O (some centres undefined)	1.1%	1.7%	-5.8%	-1.3%	-1.1%	20.1%	?
3	COc1ccc(N2CCN(C(=O)CSc3nc4cc(OC)c(OC)cc4cc3C#N)CC2)cc1	3.4%	-2.7%	-8.8%[7.67 µM]	-15.9%	1.0%	1.6%[38.3 µM]	-24.6%
4	COc1ccc(-c2nc3cnc(N4CCNCC4)nc3n(Cc3cccs3)c2=O)cc1	.	.	.	?	?	9.5%	.
5	COc1ccc2oc(=O)c(/C(C)=N/Nc3ccccc3)cc2c1	-5.5%	1.2%	-17.3%	-7.2%	22.5%[9.22 µM]	4.6%	-4.2%
6	Cc1nc2ccccc2n1CC(=O)NCCN1CCOCC1	4.0%	0.6%	1.9%[46.1 µM]	-1.3%	-15.4%	0.6%	-0.6%
7	Cc1ccc(NC(=O)CSc2nnc(-c3cnccn3)n2Cc2ccco2)cc1	-1.0%	-4.2%	-4.6%[46.1 µM]	-4.7%	1.6%	18.0%[38.3 µM]	1.8%
8	CCCCN1C2=NCCCN2c2ccccc21	0.0%	-5.6%	-6.4%[46.1 µM]	11.0%	-4.7%	2.8%[38.3 µM]	-5.1%
9	CC(Sc1nc2nn(-c3ccccc3)c(=O)c-2c2n1CCCCC2)C(N)=O (centres undefined)	1.9%	-1.8%	-10.3%[46.1 µM]	1.4%	-8.7%	25.3%[38.3 µM]	0.2%
10	Cc1[nH]nc(SCC(=O)N2CCCC2)c1[N+](=O)[O-]	2.1%	-0.4%	8.5%	-6.3%	22.9%[46 µM]	-0.5%	-15.3%
11	CCOc1ncccc1C(=O)OCC(=O)c1cccs1	-0.2%	-20.1%	0.0%[46.1 µM]	-7.1%	-1.3%	10.3%[38.3 µM]	3.5%
12	N#Cc1c(-c2ccco2)cc(C2CC2)nc1N	-0.5%	1.4%	-12.3%[46.1 µM]	9.1%	12.8%	-0.9%[38.3 µM]	2.6%
13	CS(=O)(=O)N1N=C(c2ccc(Cl)cc2)CC1c1cccs1 (centres undefined)	-5.2%	-10.0%	15.8%[46.1 µM]	3.9%	-15.0%	8.9%[38.3 µM]	-0.2%
14	Cc1ccc(Nc2ncc3c(n2)CC(C)(C)CC3=O)cc1	-1.8%	2.7%	-7.8%	-5.1%	0.8%[46 µM]	7.1%	7.3%
15	CCn1c(COc2ccccc2C)nnc1SCC(=O)N1CCC(C)CC1	-2.0%	1.1%	0.0%[46.1 µM]	2.8%	?	2.6%[38.3 µM]	8.8%
16	CCCCC(c1nnnn1CCOC)N1CCN(c2cccc(OC)c2)CC1 (centres undefined)	0.0%	-0.2%	-16.4%[46.1 µM]	-2.4%	6.6%	7.2%[38.3 µM]	6.4%
17	COc1ccc(OCC(=O)Nc2ccc3c(c2)nc2n3CCSC2)cc1	-0.7%	-2.0%	3.2%[46.1 µM]	8.7%	-1.1%	3.2%[38.3 µM]	-22.6%
18	O=C(NCCc1ccccn1)c1ccc(S(=O)(=O)N2CCCCCC2)cc1	4.0%	-0.9%	4.7%[46.1 µM]	7.8%	-1.4%	10.8%[38.3 µM]	2.9%
19	S=c1nc[nH]c2c1ncn2C1CCCC1	-1.3%	.	-21.2%	-7.1%	.	.	?
20	C=CCn1c(=NC(=O)c2sc3ccccc3c2Cl)sc2cc(S(N)(=O)=O)ccc21	-1.5%	-5.7%	?	-10.7%	10.8%	10µM*	-9.4%
21	C=CCNC(=O)c1ccc(S(=O)(=O)CC)c(Cl)c1Cl	-0.3%	2.3%	15.8%	3.7%	.	0.5%	0.7%
22	CC1(C(=O)O)Oc2cccnc2NC1=O (centres undefined)	3.9%	1.2%	8.5%	12.4%	?	-1.1%	9.7%
23	COc1ccc(/C=C2\SC(=S)N(N3C(=O)CCC3=O)C2=O)cc1O	4.7%	0.1%	-29.1%	-3.6%	?	10.5%	?
24	Clc1cc(Br)ccc1OCCn1ccnc1	6.5%	-0.2%	-1.1%[46.1 µM]	-1.4%	-8.9%	27.1%[38.3 µM]	4.0%
25	Cc1cccc(/C=N\NC(=O)c2sccc2-n2cccc2)c1	0.5%	-3.9%	?	0.8%	-2.6%	2.0%[38.3 µM]	-12.7%
26	COc1ccc(/C=C/C(=O)NC(=S)Nc2ccc(S(=O)(=O)Nc3cc(OC)ncn3)cc2)cc1	0.1%	0.1%	-43.8%	2.2%	.	15.0%	-2.2%
27	CS(=O)(=O)N(CC(O)Cn1c2ccccc2c2ccccc21)c1ccccc1 (centres undefined)	-0.5%	3.8%	-21.0%[46.1 µM]	3.6%	?	7.1%[38.3 µM]	5.7%
28	Cc1nn(-c2ccccc2)c(Cl)c1/C=N/N1CCN(c2ccccn2)CC1	-1.4%	6.7%	-15.2%	1.9%	?	12.7%	1.4%
29	NNC(=O)CNc1cccc(Br)c1	1.1%	-10.6%[7.66 µM]	15.8%	3.9%	.	-8.4%	20.6%
30	CN1CCN(C(=O)c2ccc3c(=O)n(Cc4ccc(Cl)cc4)c(=S)[nH]c3c2)CC1	0.8%	-2.3%	?	1.9%	?	-15.2%[38.3 µM]	-0.3%
31	COc1ccc(C(=O)/C=C(/C)N(C)C)cc1	0.0%	-2.8%	-1.0%[46.1 µM]	-5.1%	-2.7%	5.3%[38.3 µM]	2.5%
32	CCOCCCNC(=S)Nc1cc(C)cc(C)c1	-0.9%	-0.6%	-13.7%	-2.8%	3.9%	-7.7%	10.6%
33	CCNc1ccc(C(=O)O)cc1N	-3.2%	3.2%	-5.1%	1.8%	-14.4%	10.0%	20.5%
34	c1ccc(Cn2nnnc2C(c2cccnc2)N2CCN(C3CCCCC3)CC2)cc1 (centres undefined)	2.0%	-1.1%	-18.9%[46.1 µM]	-11.4%	-11.6%	22.8%[38.3 µM]	10.5%
35	Nc1c(C(=O)N/N=C/c2cccnc2)oc2nc(-c3ccco3)cc(-c3ccco3)c12	11.9%	.	12.2%	-4.4%	.	.	-16.7%
36	CCCCCNC(=O)c1ccc2c(=O)n(CCCN3CCCC3=O)c(=S)[nH]c2c1	0.1%	-0.9%	-4.3%	-2.5%	.	-2.3%	11.5%
37	COc1cccc(C(=O)Oc2ccc(N3C(=O)CCC3=O)c(C)c2)c1	1.3%	-1.3%	9.0%	12.6%	4.9%[46 µM]	2.8%	-5.0%
38	CC1=CN2C(=NC(=O)CC2(C)C(=O)N(CC(=O)NC2CCCC2)c2cc(C)cc(C)c2)C=C1 (centres undefined)	1.0%	-5.1%	-12.6%	?	?	4.4%	5.6%
39	Clc1ccccc1Cc1noc(CN2CCN(Cc3ccccn3)CC2)n1	-6.1%	-0.8%	-7.6%	-1.5%	.	5.9%	3.7%
40	C=C(C)C1CC=C(C)/C(=N/NC(=O)CNc2ccc(OCC)cc2)C1 (centres undefined)	-2.0%	-7.7%	-7.8%[46.1 µM]	5.7%	-9.7%	-3.2%[38.3 µM]	-13.5%
41	Cc1cc(C)cc(OCC(=O)Nc2nc3ccc([N+](=O)[O-])cc3s2)c1	2.0%	-1.5%	-13.7%[46.1 µM]	-1.2%	-0.5%	12.2%[38.3 µM]	-2.1%
42	Oc1ccc(N=Nc2ccc(Br)cc2)c(O)c1	2.5%	.	16.8%	0.0%	.	.	?
43	Cc1ccc(N(CC(N)=O)C2SC(=O)NC2=O)cc1 (centres undefined)	0.1%	9.5%	10.5%	7.9%	7.3%	-12.6%	5.6%
44	Cc1ccc2nc(NC3=NCN(CCc4ccccc4)CN3)nc(C)c2c1	3.2%	-4.8%	-5.0%[46.1 µM]	-5.2%	-2.7%	-0.1%[38.3 µM]	3.7%
45	C=C(C)CNC(=S)N/N=C/c1ccccc1OCC(=O)O	-0.5%	3.1%	1.3%	-3.2%	.	1.1%	9.5%
46	C/C(=N\NC(=O)COc1cc(C)cc(C)c1)c1ccc(N2CCOCC2)cc1	0.0%	1.3%	-24.0%[46.1 µM]	1.4%	-15.7%	9.1%	-3.1%
47	O=C(O)c1ccccc1S(=O)(=O)NCC(O)COC1CCCCC1 (centres undefined)	-6.6%	-3.2%	7.1%[46.1 µM]	7.2%	10.7%	-3.5%[38.3 µM]	8.5%
48	CCc1ccc(Sc2cc(C(=O)NCCN3CCOCC3)c3ccccc3n2)cc1	0.0%	1.5%	0.0%[46.1 µM]	2.6%	-10.8%	-2.4%	-0.5%
49	CCc1ccc(Oc2coc3cc(OCC(=O)Nc4cc(C)ccc4C)ccc3c2=O)cc1	1.7%	.	?	-0.5%	7.4%	.	2.5%
50	CC1CN(C)C(C)C/C1=N\Oc1ccc([N+](=O)[O-])cc1 (centres undefined)	-1.0%	0.4%	16.3%	3.2%	31.7%[9.22 µM]	11.7%	3.1%
51	CCOC(=O)C1=C(CC)Nc2ccccc2N=C1NC(=O)Cn1cnc2ccccc2c1=O	0.0%	0.0%	-16.9%[46.1 µM]	-4.6%	-0.8%	11.5%[38.3 µM]	2.5%
52	COc1ccc(-c2nc3cnc(N(C)C)nc3n(-c3ccccc3)c2=O)cc1	.	.	.	-7.1%	-5.2%	-5.2%	.
53	CCn1cnc2cc(NCc3cccs3)ccc21	-2.0%	2.0%	4.7%	-4.1%	?	8.9%	-5.0%

# Ordered by the number under IMPase Li cell (high to low): 4 of the compounds above.
entry | SMILES | Epigenetic derep | NPSR antagonist | GLA spleen mod | IMPase Li cell | CBFb-RUNX1 inh
2 | CC1C/C=C/C=C/C=C/C=C/C(O[C@@H]2O[C@H](C)[C@@H](O)[C@H](N)[C@@H]2O)CC2OC(O)(CC(O)CC3OC3/C=C/C(=O)O1)CC(O)C2C(=O)O (some centres undefined) | 1.1% | -5.8% | -1.3% | 20.1% | ?
28 | Cc1nn(-c2ccccc2)c(Cl)c1/C=N/N1CCN(c2ccccn2)CC1 | -1.4% | -15.2% | 1.9% | 12.7% | 1.4%
23 | COc1ccc(/C=C2\SC(=S)N(N3C(=O)CCC3=O)C2=O)cc1O | 4.7% | -29.1% | -3.6% | 10.5% | ?
43 | Cc1ccc(N(CC(N)=O)C2SC(=O)NC2=O)cc1 (centres undefined) | 0.1% | 10.5% | 7.9% | -12.6% | 5.6%
